From PubChem
All columns: NCI-60 one-dose screen, growth in % after 48 h at 10 µM unless noted; 100 = growth as untreated, 0 = no growth, -100 = all killed.
OVCAR-3 = OVCAR-3 ovarian cancer. 7% of 79,000 active
OVCAR-4 = OVCAR-4 ovarian cancer cells; 3.7% of 80,000 active
SK-OV-3 = SK-OV-3 ovarian cancer cells; 3.2% of 80,000 active
OVCAR-5 = OVCAR-5 ovarian cancer; 2.9% of 82,000 active
NCI-H23 = NCI-H23 lung cancer. 4% of 80,000 active. AID 1794731
IGROV1 = IGROV1 ovarian cancer; 4.7% of 79,000 active; AID 1794786
NCI/ADR-RES = NCI/ADR-RES ovarian cells. 4.4% of 81,000 active
NCI-H226 = NCI-H226 lung cancer; 3.5% of 79,000 active
SN12C = SN12C renal cancer cells | 3.8% of 81,000 active
* = called active by the depositor; . = no result given. How the source made its calls: active means growth percent below 10; inactive means the rest. This is a random part of the collection (roughly 9.4% active in at least one column).

SMILES	OVCAR-3	OVCAR-4	SK-OV-3	OVCAR-5	NCI-H23	IGROV1	NCI/ADR-RES	NCI-H226	SN12C
CCOC(=O)C(=O)Cc1nc2ccccc2s1	92	93	85	93	90	53	93	86	93
COc1ccc(/C=N/NC(=O)Cn2nc(Cc3ccc(OC)cc3)c3onc(C)c3c2=O)cc1	51	-9.3*	26	52	.	78	41	50	27
CN(C)CCCC1(c2ccc(F)cc2)OCc2cc(-c3cncc4ccccc34)ccc21 (stereo not given)	47	44	60	71	78	22	67	77	43
CC(C)CCC[C@@H](C)[C@H]1CC[C@@]2(C)C3=C(C(=O)C[C@]12C)[C@@]1(C)CC[C@H](O)C(C)(C)[C@@H]1CC3=O	101	101	94	96	89	98	93	89	98
CCOC(=O)c1cc(C(=O)c2cc(OC)c(OC)c(OC)c2)n2ccc3ccccc3c12	108	102	106	106	96	103	103	101	92
NNC(=O)Nc1ccccc1	105	104	105	102	100	102	105	95	101
O=c1c2c3c(sc2n2c(-c4cc(-c5ccccc5)no4)nnc2n1Cc1ccccc1)CCCC3	79	88	124	83	86	-12*	81	98	91
CCCCC/C(C)=N\O	107	106	90	109	98	107	103	105	100
Cn1ncc2c1NC(c1ccc(F)cc1)SCC2=O (stereo not given)	109	83	102	91	93	77	95	93	95
CCc1ccc2c(c1)C1(Oc3c(OC)cccc3C3CC(c4ccc(F)cc4)=NN31)C(=O)N2 (stereo not given)	103	81	84	108	88	66	92	71	98
O=C(O)c1cc(=O)c2cccc(O)c2[nH]1	108	99	111	95	100	105	102	98	101
CCCC(N)(CC)C(=O)O (stereo not given)	120	112	108	105	106	112	111	95	103
Cc1c(Cc2ccccc2)c(=O)oc2c(C)c(OCC(=O)N/N=C/c3ccc(N(C)C)cc3)ccc12	106	103	98	108	101	91	98	86	90
CC(C(=O)O)c1ccc(-c2ccccc2)cc1 (stereo not given)	114	120	100	97	99	102	106	85	91
O=C(Nc1ncccc1OCc1cn(Cc2ccccc2)nn1)c1ccccc1	106	105	107	96	95	108	99	101	99
COc1ccc(/C=C2\C(=O)N(C(=O)c3csc(NC(C)=O)n3)N=C2C)cc1OC	.	110	100	109	100	101	110	110	116
NC(N)=Nc1ccc(Oc2cccc(Nc3ccc(Cl)cc3)c2)cn1	-14*	20	53	48	29	14	56	30	12
COc1cc(C2CC(c3ccc(Oc4ccc(Cl)cc4)cc3)=NN2c2nc(-c3ccc(F)cc3)c(C#N)c(N3CCOCC3)n2)cc(OC)c1OC (stereo not given)	124	102	104	109	.	110	103	91	95
CCCn1c(N)c(N(CCOC)C(=O)COc2ccc3ccccc3c2)c(=O)[nH]c1=O	94	109	96	96	91	.	96	87	79
CC(=O)Nc1ccc(S(=O)(=O)N/N=C\c2ccc(Cl)c(Cl)c2)cc1	111	113	105	108	.	.	103	100	99
COc1cc(C(=O)c2c(-c3ccccc3)oc3c(OC)cccc23)cc(OC)c1OC	-13*	32	44	40	24	12	12	8.4*	22
CC1(C)CC(=O)c2c(nn(-c3ccccc3)c2-c2cn(-c3ccccc3)nc2-c2ccc(Cl)cc2)C1	87	89	109	98	83	98	88	94	90
CCCCc1nc2c(N)nc3ccccc3c2n1CC(C)(C)O	106	98	103	96	99	94	103	110	95
CCN(CCOC(=O)Nc1ccc(Cl)cc1)C(=O)Nc1ccc(Cl)cc1	91	81	104	86	95	92	85	80	77
CCCCCCCCCCCCCCCCSC1CC(=O)N(c2ccc3c(c2)Cc2ccccc2-3)C1=O (stereo not given)	106	105	99	109	98	98	103	91	101
COc1ccc(NC2=C(c3cn(C)c4ccccc34)C(=O)OC2)cc1OC	115	102	102	93	102	100	99	97	98
Ic1cccnc1	105	114	113	97	106	121	110	104	100
O=C(Nc1cccc(-n2cc(-c3ccncc3)c(-c3ccc(O)c(Cl)c3)n2)c1)c1cc(C(F)(F)F)cc(C(F)(F)F)c1	36	54	88	75	57	72	59	76	64
O=C(Nc1nccs1)C(F)(F)F	118	100	100	95	104	110	106	94	99
CC1(/C=C/c2ccc(-c3ccccc3)cc2)CCn2cnc3ncnc(c32)N1O (stereo not given)	37	37	20	48	13	15	3.2*	17	20
NNC(=O)COc1ccc(-c2nc3ccccc3[nH]2)cc1	102	105	88	89	87	84	94	77	87
Cc1ccc(/C=N/n2c(CN3CCOCC3)nc3ccccc3c2=O)cc1	107	94	113	96	98	96	94	99	91
Cc1cccc(N2CCN(C(=S)c3ccccc3)CC2)c1	98	105	123	106	97	73	107	99	111
Cc1[nH]c2ncnc(Nc3ccc(NC(=O)Nc4cccc(Br)c4)c(F)c3)c2c1C	119	108	89	114	94	98	101	87	97
O=C(CC[C@H]1Cc2ccccc2NC1=O)NCc1cn(-c2ccccc2)nc1-c1ccccc1	93	89	85	108	86	81	81	88	95
Nc1c(C(=O)Nc2cccc3ccccc23)sc2nc3c(cc12)CCCC3	2.0*	53	37	45	23	45	0.7*	63	34
CCOC(=O)Cc1ccc(Cl)cc1	122	103	98	96	108	106	102	96	105
COc1ccc(-c2cc(C#N)c(/N=C\NNC(=O)c3ccccc3)o2)cc1	112	101	107	98	100	92	111	99	109
CCOC(=O)c1nc(SC)n(C)c1C(=O)OCC	112	95	107	96	122	.	100	107	102
O=C1C=CC(=O)C2CC=CCC12 (stereo not given)	89	.	107	133	102	77	103	103	112
O=C1Nc2ccc(Cl)cc2/C1=C\c1ccc(OCc2ccccc2)cc1	.	107	102	103	102	105	98	89	99
CCCCOC(=O)C1CCCC1=O (stereo not given)	122	.	102	109	102	95	109	125	105
O=C(/C=C/c1ccccc1Cl)n1nc(-c2ccccc2)nc1-c1ccccc1	107	99	106	100	102	110	110	88	97
Cn1cc(C=O)c2ccccc21	106	101	101	101	96	89	100	95	92
O=C(NCCN1CCCCC1)c1ccc(-c2nc3ccc4[nH]ncc4c3c3c2CCCC3)cc1	105	117	111	94	97	94	99	80	110

16 entries out of the list, ordered by molar mass, lowest first:
SMILES	OVCAR-3	OVCAR-4	SK-OV-3	OVCAR-5	NCI-H23	IGROV1	NCI/ADR-RES	NCI-H226	SN12C
Cn1cc(C=O)c2ccccc21	106	101	101	101	96	89	100	95	92
O=C1C=CC(=O)C2CC=CCC12 (stereo not given)	89	.	107	133	102	77	103	103	112
O=C(Nc1nccs1)C(F)(F)F	118	100	100	95	104	110	106	94	99
CCOC(=O)Cc1ccc(Cl)cc1	122	103	98	96	108	106	102	96	105
Ic1cccnc1	105	114	113	97	106	121	110	104	100
CCOC(=O)c1nc(SC)n(C)c1C(=O)OCC	112	95	107	96	122	.	100	107	102
NNC(=O)COc1ccc(-c2nc3ccccc3[nH]2)cc1	102	105	88	89	87	84	94	77	87
Cc1cccc(N2CCN(C(=S)c3ccccc3)CC2)c1	98	105	123	106	97	73	107	99	111
COc1ccc(-c2cc(C#N)c(/N=C\NNC(=O)c3ccccc3)o2)cc1	112	101	107	98	100	92	111	99	109
O=C1Nc2ccc(Cl)cc2/C1=C\c1ccc(OCc2ccccc2)cc1	.	107	102	103	102	105	98	89	99
Nc1c(C(=O)Nc2cccc3ccccc23)sc2nc3c(cc12)CCCC3	2.0*	53	37	45	23	45	0.7*	63	34
CC1(/C=C/c2ccc(-c3ccccc3)cc2)CCn2cnc3ncnc(c32)N1O (stereo not given)	37	37	20	48	13	15	3.2*	17	20
O=C(/C=C/c1ccccc1Cl)n1nc(-c2ccccc2)nc1-c1ccccc1	107	99	106	100	102	110	110	88	97
O=C(CC[C@H]1Cc2ccccc2NC1=O)NCc1cn(-c2ccccc2)nc1-c1ccccc1	93	89	85	108	86	81	81	88	95
O=C(NCCN1CCCCC1)c1ccc(-c2nc3ccc4[nH]ncc4c3c3c2CCCC3)cc1	105	117	111	94	97	94	99	80	110
O=C(Nc1cccc(-n2cc(-c3ccncc3)c(-c3ccc(O)c(Cl)c3)n2)c1)c1cc(C(F)(F)F)cc(C(F)(F)F)c1	36	54	88	75	57	72	59	76	64

Following part.
SMILES	OVCAR-3	OVCAR-4	SK-OV-3	OVCAR-5	NCI-H23	IGROV1	NCI/ADR-RES	NCI-H226	SN12C
O=C1/C(=C/c2cccs2)SC(=S)N1c1ccccc1	.	94	109	104	97	110	102	104	96
O=C1CCC(C(=O)NCCNCCNC(=O)C2CCC(=O)N2)N1 (stereo not given)	106	109	98	112	106	110	105	98	97
CCNC(=O)N1N=C(c2ccc(N)cc2)c2cc3c(cc2C(C)C1=O)OCO3 (stereo not given)	113	108	101	101	107	107	105	103	112
c1coc(CNc2c3ccccc3nc3ccccc23)c1	97	56	71	76	64	62	45	63	54
Clc1ccc(-c2nc(-c3cc4cc(Cl)ccc4o3)cs2)cc1	121	100	90	106	87	.	101	97	70
O=C1CCCCCCCCCCCCCC1	113	113	108	105	102	107	101	102	106
COc1nc(OC)c2[nH]cnc2n1	112	105	114	103	100	113	105	88	102
Cc1ccc(C(=O)CS(=O)(=O)c2ccc(C)cc2)cc1	108	98	116	96	99	102	97	101	95
CC/C(=C(\CC)c1ccc(OCCN(CC)CC)cc1)c1ccc(OCCN(CC)CC)cc1	46	38	64	39	41	60	58	63	69
COc1ccc(C(=O)CSc2nc(-c3cc(OC)ccc3OC)cc(-c3ccc(OC)cc3)c2C#N)cc1	97	98	87	86	92	102	45	88	98
Cc1cc(C)cc(CCc2cc(C)cc(C)c2)c1	103	103	106	101	100	109	99	99	102
Cc1ccnc(NC(=O)Cn2cc(COc3ncnc4sc5c(c34)CCCC5)nn2)c1	112	92	97	107	97	103	88	103	102
CCOC(=O)/C(Cc1nc(OCc2ccccc2)cc(OCc2ccccc2)n1)=N/O	83	74	99	111	72	82	93	103	94
CN(C)CCC(=O)c1ccc2c(c1)CCCC2	107	104	101	104	101	105	102	104	101
O=C(Cc1ccc(NS(=O)(=O)c2ccccc2)cc1)N1CCN(c2ccc(Cl)c(Cl)c2)CC1	95	50	89	84	65	101	75	69	79
O=C(NNc1ccc([N+](=O)[O-])cn1)Nc1ccc(Cl)cc1	106	109	92	93	99	102	99	94	99
CCCCC(C)(O)c1ccccc1 (stereo not given)	120	108	115	111	102	110	107	94	114
CCOC(=O)C1=C(N)Oc2n[nH]c(C)c2C1c1cc2cc(Br)ccc2nc1Cl (stereo not given)	97	101	92	98	89	83	97	99	101
COc1cccc(-c2nn(-c3ccccc3)cc2-c2ccnc(NCCN3CCOCC3)c2)c1	81	66	68	90	64	66	53	78	92
O=C(NCCNC(=O)Nc1ccc(Cl)cc1)Nc1ccc(Cl)cc1	109	117	99	104	103	104	116	101	98
Cc1ccc(C(SCC(N)C(=O)O)(c2ccc(C)cc2)c2ccc(C)cc2)cc1 (stereo not given)	-43*	48	26	39	18	.	58	64	42
NC(=O)N/N=C/c1ccc2c(c1)OCO2	104	104	110	109	97	108	102	92	102
N#CC1=C(c2ccccc2)Nc2c(c(-c3ccc(Cl)cc3)nn2-c2ccccc2)C12C(=O)Nc1ccccc12 (stereo not given)	102	98	99	105	100	97	98	84	87
O=C(O)C(=N\Nc1ccccc1)/C(=N\Nc1ccccc1)C(=O)O	118	109	90	106	99	115	100	101	100
O=C1NN(C(=O)c2ccc3ccccc3c2)C(c2ccccc2)=N/C1=C/c1ccoc1	81	83	74	89	76	83	82	74	90
COc1cc(C2=Nc3c/c(=C\c4c(O)[nH]c5ccccc45)ccc3=N2)cc(OC)c1OC	34	70	87	87	68	77	95	70	88
CCCCN1CC(=O)N(/N=C2\C(=O)Nc3ccccc32)C1=S	81	70	70	92	87	44	89	71	77
COc1ccc(/C(C)=N/N=C2C(=O)N(C)c3ccc(Br)cc32)cc1S(N)(=O)=O	70	48	59	81	64	72	68	44	69
COc1cc(/C=C/C(=O)c2c(C)n([O-])c3ccc(Cl)cc3[n+]2=O)cc(OC)c1OC	102	71	104	98	82	-62*	74	81	80
O=C1c2nc3n(c2C(=O)c2nc4n(c21)CCCC4)CCOC3	91	59	126	137	89	107	111	113	97
CCOC(=O)C(CCC1OCCO1)C(C)=O (stereo not given)	110	114	102	103	104	109	103	101	100
O=[N+]([O-])c1ccc(/C=N\O)cc1	109	107	105	103	106	114	108	107	97
C=CCc1ccccc1C	116	96	112	92	108	106	110	104	103
Cc1cccc(N2CCN(CC(O)COc3ccccc3C)CC2)c1 (stereo not given)	96	102	101	88	114	103	103	93	98
O=S(=O)(NCCNc1nccc(-c2c(-c3ccc(O)cc3)nc3sccn23)n1)c1ccc(F)cc1	105	100	112	97	99	98	99	106	104
CCOC(=O)c1c(C)nc2c(c1N)C(=O)C(=O)N2CCc1ccc(OC)c(OC)c1	62	55	77	95	67	74	42	74	89
COc1ccc(-c2nn(-c3ccc(S(C)(=O)=O)cc3)cc2/C=C/C(=O)c2ccc(NC(=O)CO[N+](=O)[O-])cc2)cc1	124	108	109	106	.	104	105	90	97
CCOC(=O)c1cn2c(c1C(=O)OCC)C(O)(c1ccc(Br)cc1)N(C)c1ccccc1-2 (stereo not given)	.	99	96	102	100	110	103	98	97
Cc1ccc2c(c1)c(-c1nc(-c3cn(C)c4ncccc34)cs1)cn2C	146	.	111	86	103	118	.	105	99
CN1CCN(C(=S)S)CC1	115	127	111	106	104	74	108	109	108
COc1ccc(/C=C(/C(=O)N2CCN(Cc3ccccc3)CC2)c2cc(OC)c(OC)c(OC)c2)cc1O	31	90	65	100	81	68	72	82	91
CC1CCC(=NNC(=O)Cc2ccccc2Nc2c(Cl)cccc2Cl)CC1 (stereo not given)	114	94	108	90	94	114	103	108	104
c1ccc(-c2ccc(-c3ccccc3)[nH]2)cc1	106	76	107	104	87	86	96	86	96

Some of the entries so far, field by field.
mol: CCc1ccc2c(c1)C1(Oc3c(OC)cccc3C3CC(c4ccc(F)cc4)=NN31)C(=O)N2 (stereo not given)
- OVCAR-3: 103
- OVCAR-4: 81
- SK-OV-3: 84
- OVCAR-5: 108
- NCI-H23: 88
- IGROV1: 66
- NCI/ADR-RES: 92
- NCI-H226: 71
- SN12C: 98
mol: COc1ccc(-c2cc(C#N)c(/N=C\NNC(=O)c3ccccc3)o2)cc1
- OVCAR-3: 112
- OVCAR-4: 101
- SK-OV-3: 107
- OVCAR-5: 98
- NCI-H23: 100
- IGROV1: 92
- NCI/ADR-RES: 111
- NCI-H226: 99
- SN12C: 109
